HADH2 inhib = inhibitors of human HADH2 dehydrogenase; Q99714; recombinant HADH2, NADH fluorescence, beta-hydroxybutyryl-CoA; Potency, µM (series often up to 57.1 µM), for the others: top-dose activity change, negative = inhibition, usual class: inhibitors; 73,000 tested, 3.4% active; also: % is scaled to controls: 0 for no effect and ±100 for the full control effect; nearly all actives have a fitted effect of over 60% in size; many of its hits are not listed in these tables
Target sequence (Q99714 whole entry, looked up, one chain of several): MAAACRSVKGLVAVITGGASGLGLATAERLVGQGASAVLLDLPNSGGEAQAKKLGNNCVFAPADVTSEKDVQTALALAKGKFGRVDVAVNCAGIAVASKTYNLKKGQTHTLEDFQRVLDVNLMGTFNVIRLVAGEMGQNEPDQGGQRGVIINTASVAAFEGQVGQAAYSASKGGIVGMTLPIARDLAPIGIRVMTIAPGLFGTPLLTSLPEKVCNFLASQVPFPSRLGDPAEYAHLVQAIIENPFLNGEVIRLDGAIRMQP
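Read-out: 360 nm excitation, 450 nm emission, kinetic over 4 min. Conditions: His-tagged human HADH2 20 nM, pH 9.0 Tris with Tween-20, 1 mM NAD+, 90 uM beta-hydroxybutyryl-CoA.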
Hsp90 Hop PPI = changes Hsp90-Hop TPR2A binding signal, up or down. AlphaScreen TPR2A-His6 binding biotin-Hsp90 C-terminal peptide. Potency, µM (highest dose often 57 µM), inactives show at the highest dose activity change, negative = inhibition. 71,000 tested, 0.44% active; active = well fitted curve in either direction with a large enough effect; inconclusive = small, poorly fitted or top-dose-only effect, or another doubt; also: % is scaled to controls: 0 for no effect and ±100 for the full control effect; many of its hits are not listed in these tables
HBB splicing = modulators of hemoglobin beta chain splicing | HBB splicing reporter cell assay, activation; EGFP reporter with mutant IVS2-654 intron; response scale: normalised to 500 nM splice-correcting PNA | Potency, µM (highest dose often 46.1 µM), for inactives: top-dose activation, actives largely listed as activators | 65,000 tested, 0.06% active | AID 925; also: 0% is about no effect
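Compounds were applied for 2 days to HeLa EGFP-654 cells, 500/well in Optimem with 2% FCS. The reporter's EGFP is disrupted by mis-splicing of beta-globin intron IVS2-654. Readout: summed well GFP fluorescence from 488 nm laser scanning; reference was 500 nM antisense […] 654 PNA.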
Pol III holo inh = inhibitors of bacterial DNA polymerase III holoenzyme. Potency, µM (titrated, usually from 57.1 µM), inactives show top-dose activity change, negative = inhibition. reconstituted DNA polymerase III holoenzyme replication, biochemical. 71,000 tested, 0.25% active; also: % is scaled to controls: 0 for no effect and ±100 for the full control effect
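Reconstituted *E. coli* holoenzyme (0.35 nM Pol III, 1 nM beta, 154 nM SSB, 2 nM primase) was preincubated with compound for 15 min at RT. Synthesis on 1.4 nM ssM13Gori ran 35 min, then was stopped with PicoGreen/EDTA and read as dsDNA fluorescence.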
* marks the source's active call; other numbers are inactive results; ? = inconclusive. Unless noted, calls follow the shape of the dose curve; as a rule, active = well fitted curve in the direction sought with a large enough effect; inconclusive = small, poorly fitted or top-dose-only effect, or another doubt; inactive = no such curve, though single readings can be large; an effect the other way counts as inactive or inconclusive. Potency is read from the fitted curve at half-maximal effect.

# | Structure | Hsp90 Hop PPI | HADH2 inhib | HBB splicing | Pol III holo inh
1 | CCC/C=C(\CCC)C(NC(=O)c1ccc(C(=O)OC)cc1)c1ccc(C(=O)OC)cc1 (centres undefined) | 16% | 1% | 0.8% | -3%
2 | C[C@@H](C(=O)Nc1ccc2ccccc2c1)[C@H]1C[C@]1(C)[C@H](NS(=O)(=O)c1ccc(-c2ccccc2)cc1)c1ccccc1 | -13% | 4% | 0.0% | -3%
3 | CC1=C(C(=O)OCc2ccccc2)C(c2ccc(Cl)cc2)NC(=O)N1CCCCCC(=O)O (centres undefined) | 2% | 1% | -0.1% | 2%
4 | CC1=C(C(=O)OCc2ccccc2)C(c2ccc3ccccc3c2)NC(=O)N1CCCCCC(=O)O (centres undefined) | 2% | -4% | -0.5% | -6%
5 | CC(C)C[C@@H](CC(=O)N[C@H](CC(=O)N[C@@H]1CCCC[C@H]1C(=O)N[C@H](CC(=O)N[C@@H](CCC(=O)O)CC(=O)O)CC(C)C)C(C)C)NC(=O)[C@@H]1CCCC[C@H]1N | -30% | -9% | 2.6% | -5%
6 | NCCC[C@@H](CC(=O)N[C@@H]1CCCC[C@H]1C(=O)N[C@H](CC(=O)N[C@@H](CCC(=O)O)CC(=O)O)Cc1c[nH]c2ccccc12)NC(=O)C[C@H](CO)NC(=O)[C@@H]1CNCC[C@H]1N | -20% | 6% | 2.9% | -4%
7 | COCCNC(=O)[C@H](C)[C@H]1C[C@]1(C)[C@H](NC(=O)OCc1ccccc1)c1ccccc1 | -7% | 5% | 0.5% | 0%
8 | COC(=O)[C@@]1(Cc2ccccc2)[C@H]2c3cc(C(=O)N4CCCC4)n(Cc4ccc(O)c(OC)c4)c3C[C@H]2CN1C(=O)c1ccccc1 | -6% | -10% | 0.1% | -4%

Record cards (already shown).
CC1=C(C(=O)OCc2ccccc2)C(c2ccc(Cl)cc2)NC(=O)N1CCCCCC(=O)O (centres undefined) is listed as Hsp90 Hop PPI: 2%; HADH2 inhib: 1%; HBB splicing: -0.1%; Pol III holo inh: 2%
COCCNC(=O)[C@H](C)[C@H]1C[C@]1(C)[C@H](NC(=O)OCc1ccccc1)c1ccccc1 is listed as Hsp90 Hop PPI: -7%; HADH2 inhib: 5%; HBB splicing: 0.5%; Pol III holo inh: 0%

(more compounds)
# | Structure | Hsp90 Hop PPI | HADH2 inhib | HBB splicing | Pol III holo inh
9 | Cc1c2c(nc3ccccc13)OCC2 | -8% | 0% | 4.4% | -4%
10 | CCc1c2c(nc3ccc(OC)cc13)COC2 | -8% | 19% | 6.5% | -6%
11 | COC(=O)[C@@]1(Cc2ccc(F)cc2)[C@H]2c3cc(C(=O)N(C)C)n(Cc4ccccn4)c3C[C@H]2CN1C(=O)c1ccccc1 | -5% | -6% | -0.4% | -1%
12 | CCC/C=C(\CCC)C(NC(=O)c1cccs1)c1ccc(C(F)(F)F)cc1 (centres undefined) | -7% | 9% | 2.8% | -1%
13 | COCCn1c(C(=O)N(C)C)cc2c1C[C@H]1CN(C(=O)c3ccccc3)[C@@](Cc3ccc(F)cc3)(C(=O)OC)[C@@H]21 | -1% | 7% | -0.8% | -10%
14 | CC(C)C[C@@H](CC(=O)N[C@@H](CCC(=O)O)CC(=O)O)NC(=O)[C@@H]1CCCC[C@H]1NC(=O)C[C@H](CCCN)NC(=O)C[C@H](Cc1ccccc1)NC(=O)[C@@H]1CCCC[C@H]1N | -8% | 13% | -0.8% | -14%
15 | CC(C)(C)C(=O)NC(c1ccc(Cl)cc1)[C@]1(C)C[C@H]1C1CCCCC1 (some centres undefined) | 3% | 3% | ? | -2%
16 | Cc1cc(CNC(=O)[C@H](C)[C@H]2C[C@]2(C)[C@H](NC(=O)OCc2ccccc2)c2ccccc2)nn1C | -2% | 15% | -0.7% | 5%
17 | CCCC[C@@H]1C[C@H]1C(NC(=O)c1ccccc1)c1ccccc1 (some centres undefined) | 11% | -5% | 0.2% | -4%
18 | COc1ccc(CNC(=O)[C@H]2C[C@@H]2[C@H](NP(=O)(c2ccccc2)c2ccccc2)c2ccccc2)cc1OC | -5% | 7% | 1.1% | 8%
19 | COC(=O)[C@@]1(Cc2ccc(OC)cc2)[C@H]2c3cc(C(=O)N4CCCC4)n(Cc4ccc(OC)c(OC)c4)c3C[C@H]2CN1C(=O)c1ccccc1 | -17% | -5% | -0.9% | -3%
20 | CCCC[C@H]1C[C@@H]1[C@@H]1N(C(C)=O)[C@H](c2cccc(OC)c2)CC12CC2 | 0% | 4% | -0.2% | -3%
21 | COC(=O)[C@@]1(Cc2ccc(OC)cc2)[C@H]2c3cc(C(=O)N(C)C)n(Cc4ccc(C(F)(F)F)nc4)c3C[C@H]2CN1C(=O)c1ccccc1 | -7% | 6% | -2.5% | -13%
22 | C[C@@]1(C(NC(=O)Cc2ccc(C(F)(F)F)cc2)c2ccc(-c3ccccc3)cc2)C[C@H]1C1CCCCC1 (some centres undefined) | -1% | 16% | 2.2% | -3%
23 | CCc1c2c(nc3cccc(SC)c13)COC2 | 2% | ? | 1.6% | -7%
24 | COC(=O)[C@@]1(Cc2ccc(OC)cc2)[C@H]2c3cc(C(=O)N4CCCC4)n(CCN4CCOCC4)c3C[C@H]2CN1C(=O)c1ccccc1 | -3% | 4% | 0.2% | -3%

Another view of some results above:
Each structure is followed by: Hsp90 Hop PPI	HADH2 inhib	HBB splicing	Pol III holo inh
13. COCCn1c(C(=O)N(C)C)cc2c1C[C@H]1CN(C(=O)c3ccccc3)[C@@](Cc3ccc(F)cc3)(C(=O)OC)[C@@H]21
  -1%	7%	-0.8%	-10%
14. CC(C)C[C@@H](CC(=O)N[C@@H](CCC(=O)O)CC(=O)O)NC(=O)[C@@H]1CCCC[C@H]1NC(=O)C[C@H](CCCN)NC(=O)C[C@H](Cc1ccccc1)NC(=O)[C@@H]1CCCC[C@H]1N
  -8%	13%	-0.8%	-14%

In another format: entries from further up.
Second line of a record – Hsp90 Hop PPI	HADH2 inhib	HBB splicing	Pol III holo inh
21. COC(=O)[C@@]1(Cc2ccc(OC)cc2)[C@H]2c3cc(C(=O)N(C)C)n(Cc4ccc(C(F)(F)F)nc4)c3C[C@H]2CN1C(=O)c1ccccc1
    -7%	6%	-2.5%	-13%
22. C[C@@]1(C(NC(=O)Cc2ccc(C(F)(F)F)cc2)c2ccc(-c3ccccc3)cc2)C[C@H]1C1CCCCC1 (some centres undefined)
    -1%	16%	2.2%	-3%

Later entries.
# | Structure | Hsp90 Hop PPI | HADH2 inhib | HBB splicing | Pol III holo inh
25 | COC(=O)[C@@]1(Cc2ccc(OC)cc2)[C@H]2c3cc(C(=O)N(C)C)n(Cc4ccccn4)c3C[C@H]2CN1C(=O)c1ccccc1 | 1% | -7% | 1.8% | -4%
26 | COC(=O)[C@@]1(Cc2ccccc2)[C@@H]2C(=CC(=O)[C@H]2CC(=O)C(=O)N(C)C)CN1C(=O)c1ccccc1 | -2% | -6% | -0.8% | -6%
27 | COCCn1c(C(=O)N2CCCC2)cc2c1C[C@H]1CN(C(=O)c3ccccc3)[C@@](Cc3ccc(F)cc3)(C(=O)OC)[C@@H]21 | -5% | 3% | -0.6% | -4%
28 | COC(=O)[C@@]1(Cc2ccccc2)[C@H]2c3cc(C(=O)N4CCCC4)n(Cc4ccc(C(F)(F)F)nc4)c3C[C@H]2CN1C(=O)c1ccccc1 | -10% | -3% | 0.2% | -8%
29 | COC(=O)[C@@]1(Cc2ccccc2)[C@H]2c3cc(C(=O)N(C)C)n(CCO)c3C[C@H]2CN1C(=O)c1ccccc1 | -2% | -5% | 1.4% | -7%
30 | COC(=O)[C@@]1(Cc2ccc(OC)cc2)[C@H]2c3cc(C(=O)N4CCCC4)n(CCSCCO)c3C[C@H]2CN1C(=O)c1ccccc1 | -4% | -1% | 0.3% | 4%
31 | NCCC[C@@H](CC(=O)N[C@@H]1CCCC[C@H]1C(=O)N[C@H](CC(=O)N[C@@H](CCC(=O)O)CC(=O)O)Cc1c[nH]c2ccccc12)NC(=O)C[C@H](Cc1c[nH]c2ccccc12)NC(=O)[C@@H]1CCCC[C@H]1N | -24% | 5% | 0.7% | -2%
32 | COC(=O)C1(Cc2ccccc2)C=C2C(=C(C)C(=O)C2C)CN1 (centres undefined) | ? | -6% | -0.5% | -6%
33 | c1ccc(-c2c3ccccc3nc3[nH]c4ccccc4c23)cc1 | 29% | -11% | -0.2% | -4%
34 | COC(=O)[C@@]1(Cc2ccc(OC)cc2)[C@H]2c3cc(C(=O)N(C)C)n(Cc4ccc(O)c(OC)c4)c3C[C@H]2CN1C(=O)c1ccccc1 | -13% | -14% | 1.0% | -6%
35 | CC(C)[C@@H](CC(=O)N[C@@H]1CCCC[C@H]1C(=O)N[C@H](CC(=O)N[C@@H](CCC(=O)O)CC(=O)O)Cc1ccccc1)NC(=O)C[C@H](CO)NC(=O)[C@@H]1CCCC[C@H]1N | -22% | -7% | 0.8% | -7%
36 | COC(=O)[C@@H]1C[C@H]1[C@@H](NC(=O)Oc1ccc(F)cc1)c1ccccc1 | 1% | -2% | 0.7% | -8%
37 | C[C@@]1(C(NC(=O)c2cccs2)c2ccc(-c3ccccc3)cc2)C[C@H]1C1CCCCC1 (some centres undefined) | -4% | 10% | 2.0% | -7%
38 | CCC/C=C(\CCC)C(NS(=O)(=O)c1cccc2cccnc12)c1ccc(-c2ccccc2)cc1 (centres undefined) | -9% | -2% | -0.5% | -12%
39 | COC(=O)[C@@]1(Cc2ccc(OC)cc2)[C@H]2c3cc(C(=O)N4CCCC4)n(CCc4c[nH]c5ccc(O)cc45)c3C[C@H]2CN1C(=O)c1ccccc1 | -10% | 27% | -0.5% | 3%
40 | CNC(=O)[C@H](C)[C@H]1C[C@]1(C)[C@H](NC(=O)OCc1ccccc1)c1ccccc1 | -7% | 15% | -0.6% | -3%
41 | C[C@H](CO)NC(=O)[C@H](C)[C@H]1C[C@]1(C)[C@H](NC(=O)OCc1ccccc1)c1ccccc1 | -5% | 2% | 2.5% | -3%
42 | CCCCCC1=C2CNC(CCC)(C(=O)OC)C=C2C(C)C1=O (centres undefined) | -1% | 0% | -1.7% | -3%
43 | COC(=O)[C@@]1(Cc2ccccc2)[C@H]2c3cc(C(=O)N(C)C)n(Cc4cc(F)c(F)c(F)c4)c3C[C@H]2CN1C(=O)c1ccccc1 | -16% | 1% | 0.8% | -8%
44 | NCCC[C@@H](CC(=O)N[C@@H]1CCCC[C@H]1C(=O)N[C@H](CC(=O)N[C@@H](CCC(=O)O)CC(=O)O)Cc1ccccc1)NC(=O)C[C@H](CO)NC(=O)[C@@H]1CNCC[C@H]1N | -15% | 11% | 1.2% | -4%
45 | COC(=O)[C@@]1(Cc2ccc(F)cc2)[C@H]2c3cc(C(=O)N4CCCC4)n(C[C@H](O)CO)c3C[C@H]2CN1C(=O)c1ccccc1 | -4% | 5% | -0.2% | 1%
46 | COC(=O)[C@@]1(Cc2ccc(OC)cc2)[C@H]2c3cc(C(=O)N(C)C)n(CCc4c[nH]c5ccc(O)cc45)c3C[C@H]2CN1C(=O)c1ccccc1 | -5% | 6% | -0.2% | 1%

Looked up above.
Value of entry 43 under Hsp90 Hop PPI: -16%
Value of entry 44 under Hsp90 Hop PPI: -15%
Value of entry 42 under HADH2 inhib: 0%

These rows are one share of the data; rates above refer to the full screens.
